Assay outcomes as filed in PubChem BioAssay.
MBD2 inh: blocks human MBD2 binding to methylated DNA. AID 686964. TR-FRET, MBD2 binding to methylated oligonucleotide. 370,000 compounds, 0.31% hits. inhibition, % at 4.4 µM; in the data active = inhibition above about 13%
ADAM17 inh: inhibitors of human ADAM17 | recombinant ADAM17, EDANS/DABCYL FRET peptide cleavage | inhibition, % at 6.95 µM | 370,000 compounds, 0.83% hits;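 active = inhibition above the mean of compounds lying between control limits plus 3 SD, set per campaign, cut at about 8.5% in these data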;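 also: 0% = DMSO-only wells as the low control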
hgDAF-12 ag: activates the H. glycines DAF-12 receptor ligand-binding domain | HEK293 GAL4-hgDAF12 UAS-luciferase reporter, agonist luminescence; normalized to butyrate control | activation, % at 6.8 µM | 370,000 compounds, 1.8% hits | AID 687014;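 active = activation above a cutoff set at the mean of all screened compounds plus 3 SD, cut at about 10% in these data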;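 also: 0% = DMSO wells and 100% = sodium butyrate wells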
Rev-erbA mod: modulators of human Rev-erb alpha DNA binding | P20393 | Rev-erbα–FITC-DNA binding, fluorescence polarization, 90 min | activity, % at 10 µM | 370,000 compounds, 0.79% hits | AID 1259318;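 active = activity above about 14%, limit read from the data; passing the limit was not always enough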;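 also: 0% = DMSO wells with 35 nM protein and 100% = DMSO wells with 750 nM protein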
DAX1 inh-1: DAX1 (NR0B1) inhibition, primary screen. HEK293T StAR-luciferase reporter, SF-1/DAX-1 repression relief. inhibition, % at 6.8 µM. 370,000 compounds, 1.1% hits. AID 652010;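 active = inhibition above the mean over all tested compounds plus 3 SD, cut at about 3.6% in these data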;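 also: 0% = DAX-1 cells with DMSO and 100% = cells lacking DAX-1 with DMSO; higher inhibition means more luminescence from relief of DAX-1 repression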
DAX1 inh-2: inhibits human nuclear receptor DAX1; HEK293 Gal4-DAX1 luciferase reporter, luminescence; P51843; inhibition, % at 6.75 µM; AID 504766; 340,000 compounds, 0.99% hits;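 active = inhibition above the mean over all tested compounds plus 3 SD, cut at about 4.2% in these data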;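 also: 0% = DAX1-transfected cells with DMSO and 100% = empty-vector control cells with DMSO; inhibition shows as a rise in luminescence from relieved DAX1 repression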
PLC-gamma1 inh: blocks human PLC-gamma1 enzyme activity. P19174. purified PLC-gamma1, fluorogenic substrate, fluorescence. inhibition, % at 12.2 µM. 370,000 compounds, 0.84% hits. AID 720700; in the data active = inhibition above about 9.5%
SMARCA2 act: increases SMARCA2 function in MMTV reporter cells; MG213 cells, MMTV-luciferase reporter, dexamethasone, overnight; activation, % at 9.1 µM; 370,000 compounds, 1% hits; AID 652017; in the data active = activation above about 7.8%;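 also: 0% = vehicle wells and 100% = reference activator wells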
PLC-beta3 inh: inhibitors of human phospholipase C beta3 | Q01970 | Purified PLC-beta3, fluorogenic substrate, fluorescence | 370,000 compounds, 0.18% hits | inhibition, % at 12.2 µM; in the data active = inhibition above about 11%;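 also: 0% = median of compound wells on plate and 100% = full blocker control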
Target sequence (Q01970 whole entry, looked up): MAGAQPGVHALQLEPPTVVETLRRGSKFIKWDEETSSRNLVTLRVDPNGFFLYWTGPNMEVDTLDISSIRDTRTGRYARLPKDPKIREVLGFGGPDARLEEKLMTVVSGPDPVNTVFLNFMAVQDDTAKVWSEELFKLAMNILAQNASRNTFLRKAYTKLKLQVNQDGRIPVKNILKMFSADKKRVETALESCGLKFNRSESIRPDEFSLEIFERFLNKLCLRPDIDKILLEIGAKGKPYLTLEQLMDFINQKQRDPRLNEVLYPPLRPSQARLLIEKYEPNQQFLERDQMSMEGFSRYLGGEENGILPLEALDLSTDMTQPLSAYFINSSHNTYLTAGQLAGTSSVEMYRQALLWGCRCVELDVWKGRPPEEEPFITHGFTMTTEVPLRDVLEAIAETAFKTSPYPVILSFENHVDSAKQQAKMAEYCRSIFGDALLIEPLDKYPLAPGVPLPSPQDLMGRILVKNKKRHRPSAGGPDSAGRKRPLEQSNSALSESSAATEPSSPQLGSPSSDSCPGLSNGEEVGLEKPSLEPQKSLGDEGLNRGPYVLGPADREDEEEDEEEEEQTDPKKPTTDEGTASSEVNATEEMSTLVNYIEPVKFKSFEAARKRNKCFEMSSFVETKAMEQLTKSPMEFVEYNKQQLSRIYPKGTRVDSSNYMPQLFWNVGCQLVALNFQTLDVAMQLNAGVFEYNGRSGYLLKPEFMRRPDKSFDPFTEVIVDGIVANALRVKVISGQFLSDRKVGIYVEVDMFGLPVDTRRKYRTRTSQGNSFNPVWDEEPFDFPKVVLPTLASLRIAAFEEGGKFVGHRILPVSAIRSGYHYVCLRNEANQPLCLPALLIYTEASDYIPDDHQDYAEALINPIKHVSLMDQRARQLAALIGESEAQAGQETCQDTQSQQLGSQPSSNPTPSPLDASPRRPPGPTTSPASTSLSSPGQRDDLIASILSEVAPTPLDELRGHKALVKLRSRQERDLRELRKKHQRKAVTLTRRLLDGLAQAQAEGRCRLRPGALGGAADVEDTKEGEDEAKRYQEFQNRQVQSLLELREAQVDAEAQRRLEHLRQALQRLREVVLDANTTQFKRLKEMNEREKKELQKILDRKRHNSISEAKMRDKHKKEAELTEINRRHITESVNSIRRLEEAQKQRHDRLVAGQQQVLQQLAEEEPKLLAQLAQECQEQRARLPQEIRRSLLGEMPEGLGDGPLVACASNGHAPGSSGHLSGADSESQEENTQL
hcDAF-12 act: H. contortus DAF-12 activation, primary screen; HEK293 hcDAF-12 lit1-tk-luc reporter, luminescence; 0% DMSO, 100% Δ7-dafachronic acid; activation, % at 6.8 µM; 370,000 compounds, 1.4% hits; AID 652067;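 active = activation above the mean of all tested compounds plus 3 SD, cut at about 5.5% in these data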;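 also: 100% = response to 3 µM Δ7-dafachronic acid high control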
ssDAF-12 act: activates DAF-12 receptor from parasite S. stercoralis; HEK293 ssDAF-12/GRIP1 lit1-tk-luc reporter, luminescence; % of 3 µM dafachronic acid response; 370,000 compounds, 1% hits; activation, % at 6.8 µM;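 active = activation above the mean over all tested compounds plus 3 SD, cut at about 0.9% in these data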;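 also: 0% = DMSO-only wells and 100% = 3 µM delta7-dafachronic acid wells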
* = called active by the depositor; nt = no result given.

Order of values: MBD2 inh, ADAM17 inh, hgDAF-12 ag, Rev-erbA mod, DAX1 inh-1, DAX1 inh-2, PLC-gamma1 inh, SMARCA2 act, PLC-beta3 inh, hcDAF-12 act, ssDAF-12 act
O=c1sc(Nc2ccccc2)nc2ccccc12
    7.8, -4.0, -2.5, -4.3, 0.0, -0.1, 2.3, -0.4, -2.7, -2.0, -1.3
CN(C)CCOC(=O)c1ccc2[nH]c3c(c2c1)CSCC3
    -1.1, -2.6, -1.6, -4.9, 0.1, 1.2, -3.1, 0.9, -12.7, 0.1, -0.6
CC(C)CC1C(=O)N(Cc2cn(CCC3OCCO3)nn2)CCS(=O)(=O)N1Cc1ccc(-c2cccc(N(C)C)c2)cc1 (centres undefined)
    0.3, -15.1, -2.6, -2.5, 0.1, -0.4, -14.2, 5.3, -16.1, 0.8, -1.5
CC(=O)N(CN1C(=O)CCC1=O)c1cccc(Cl)c1
    -5.6, -1.5, 0.3, 0.1, -0.4, -0.7, 3.0, 2.4, 4.8, -0.7, -1.4
CC1CC(C)(C)NC(=S)N1CC(=O)NCc1ccc(F)cc1 (centres undefined)
    -1.5, -6.1, -1.0, 2.7, -0.1, 0.2, -1.7, -0.9, -5.2, -0.3, -1.3
CN1CCN(Cc2ccc(OCc3ccccc3)cc2)CC1
    0.5, -4.1, 10.3, -1.3, 2.1, 0.9, -0.5, 7.5, 0.5, 4.3, -0.4
COC(=O)CNC(=O)CSc1nnc2cc(C)c3ccccc3n12
    6.5, -12.7, -2.1, 3.3, -0.7, -0.3, -6.6, -6.1, -41.0, 0.8, -1.2
CC(=O)Nc1ccc(N(C)C)cc1[N+](=O)[O-]
    -14.6, 3.4, 0.7, -7.8, -0.1, -0.5, 4.2, -3.4, 4.4, -1.8, -1.0
CCN(CC)CCCn1c2c(c(SCC(=O)Nc3ccc(F)c(F)c3)nc1=O)CCC2
    1.7, -0.5, -0.5, 4.1, 4.7*, -0.7, -0.3, 2.2, -3.6, 0.7, -0.9
COc1ccc(OCC(O)CNC(=O)c2ccc(C)cc2)cc1 (centres undefined)
    2.9, 0.5, -1.0, 0.2, -0.2, -0.6, 2.8, -0.8, -2.9, 1.7, -1.7
CCOc1ccccc1Oc1nc(-c2ccccc2O)nc2ccccc12
    -0.6, -5.9, 1.9, 7.0, -0.1, -0.9, -3.7, -2.2, -5.0, 0.0, -1.1
COc1cc2c(cc1OC)C1C/C(=N\O)C(CC(C)C)CN1CC2 (centres undefined)
    6.5, -8.5, -2.8, 0.1, 0.0, -0.8, -4.8, 3.1, -3.8, -0.8, -1.4
COc1cccc(NCc2cc(=O)oc3cc(C)c(C(C)C)cc23)c1
    0.5, -0.9, -2.7, -3.9, -0.5, -1.1, -3.5, -0.9, -15.0, -2.9, -1.6
COC(=O)c1cc(C(=O)Nc2nnc(CC(C)C)s2)cc([N+](=O)[O-])c1
    1.6, 1.5, -2.4, 2.7, 0.1, -0.3, -0.1, 11.6*, 2.9, 0.1, -1.4
Cc1ccc(S(=O)(=O)Nc2ccc(Nc3nccn4c(-c5ccc6ccccc6c5)cnc34)cc2)cc1
    -2.9, -6.7, 3.8, -2.2, 0.1, nt, -115.2, -1.2, -136.2, -1.3, -0.9
O=C(Nc1cccc(C(F)(F)F)c1)C(SCCO)c1ccccc1 (centres undefined)
    -6.6, -0.7, -1.4, 1.6, -0.6, -1.0, -1.2, 3.2, 1.3, -1.6, -1.2
COc1ccc(C(=O)NC(NC(=O)c2ccc(OC)c(OC)c2)c2ccccc2F)cc1OC
    4.2, 3.9, -1.9, -0.6, -0.5, -0.9, 2.5, -1.0, 0.5, -1.0, -0.7
O=C(O)c1ccc(NC(=O)C2C3CCC(C3)C2C(=O)O)cc1 (centres undefined)
    -0.5, -0.5, 3.6, 5.3, 0.0, 0.8, 2.0, 3.2, -0.9, -0.1, -0.1
OCCN1CCN(c2cc(-c3ccc(CO)cc3)nc3ccnn23)CC1
    8.2, -91.1, 0.0, -5.5, 0.7, nt, -210.2, -5.8, -297.0, -2.5, -1.2
C[C@]1(C(=O)NCCN2CCOCC2)C=C[C@@H](Cc2ccccc2)N1C(=O)c1ccccc1
    3.2, -2.5, 0.7, -16.9, -0.4, 2.2, -1.5, 0.3, 1.4, 0.1, -1.0
c1ccc(Cc2nc(-c3ccccn3)no2)cc1
    -0.7, -2.2, 5.2, -7.3, 1.2, -0.1, 2.0, 6.3, 3.1, 1.4, -0.8
Cc1cc(S(=O)(=O)NCC(C)C)ccc1OCC(=O)NCc1ccco1
    1.9, 2.5, -2.3, -2.8, 0.2, 0.0, 0.8, -0.1, 1.0, 0.4, -1.1
Cc1cccc(CC(=O)NCCS(=O)(=O)N2CCN(c3ccccc3)CC2)c1
    1.5, -1.6, -1.3, 0.5, -0.5, -0.2, 0.0, 1.8, 0.8, 0.5, -0.7
COC(=O)CN1C(=O)C(O)(CC(=O)c2ccc(Cl)cc2)c2ccccc21 (centres undefined)
    -0.3, -1.6, -0.8, -7.0, 0.7, 3.1, -4.1, -0.9, -0.9, 0.7, -0.6
Cc1cc(C)n(Cc2ccc(C(=O)NN)o2)n1
    -6.0, -2.9, 4.1, -4.2, 0.6, 0.5, -2.4, -2.5, -6.5, -0.8, -1.0
CNc1nc(OCC#N)nc(N2CCCCC2)n1
    -0.1, -0.7, 4.9, -8.9, -0.8, -0.8, 0.3, 2.5, 2.4, -0.7, -1.0
CCC1SC2=NCCN2C1(O)c1ccc(Cl)cc1 (centres undefined)
    1.8, -0.3, -1.0, -7.0, 1.4, -0.5, -1.3, -2.6, 4.0, -1.0, -1.7
CCOc1ccc(-c2nnn(CC(=O)NCc3ccc4c(c3)OCO4)n2)cc1
    3.9, -6.6, 0.9, 3.8, 0.4, -0.6, 4.9, 1.4, -1.5, 0.4, -1.4
COc1ccc(NC(=O)C2(C)Cc3c(-c4ccc(NC(C)=O)cc4)ccnc3O2)cc1 (centres undefined)
    4.8, -3.0, -2.0, -5.3, -1.2, nt, 0.0, -1.1, 2.1, 0.2, -1.9
CN(CC(=O)Nc1ccc(Cl)cc1)C(=O)c1ccc(-n2cncn2)c([N+](=O)[O-])c1
    0.5, 1.8, -2.7, 2.5, -0.1, -1.1, -1.9, 0.7, -5.7, -1.8, -1.0

By substructure, those above with an aryl thioether with sulfur outside any ring.
Order of values: MBD2 inh, ADAM17 inh, hgDAF-12 ag, Rev-erbA mod, DAX1 inh-1, DAX1 inh-2, PLC-gamma1 inh, SMARCA2 act, PLC-beta3 inh, hcDAF-12 act, ssDAF-12 act
COC(=O)CNC(=O)CSc1nnc2cc(C)c3ccccc3n12
    6.5, -12.7, -2.1, 3.3, -0.7, -0.3, -6.6, -6.1, -41.0, 0.8, -1.2
CCN(CC)CCCn1c2c(c(SCC(=O)Nc3ccc(F)c(F)c3)nc1=O)CCC2
    1.7, -0.5, -0.5, 4.1, 4.7*, -0.7, -0.3, 2.2, -3.6, 0.7, -0.9

The list goes on:
Order of values: MBD2 inh, ADAM17 inh, hgDAF-12 ag, Rev-erbA mod, DAX1 inh-1, DAX1 inh-2, PLC-gamma1 inh, SMARCA2 act, PLC-beta3 inh, hcDAF-12 act, ssDAF-12 act
O=C(CCc1ccccc1-c1ccccc1CCNC(=O)c1ccccc1)NCc1ccccc1
    -4.9, -1.9, -2.1, 9.5, -0.8, nt, 0.2, -1.7, 3.4, -0.6, -1.6
C#CCCCN([C@@H](CC(C)C)C(=O)OC)S(=O)(=O)c1ccccc1Br
    -1.0, 8.6*, 1.1, -2.5, -2.6, nt, -1.4, -4.5, -0.1, -2.6, -1.3
CCCC(NS(=O)(=O)c1ccc(C)cc1)C(=O)O (centres undefined)
    -1.5, -2.2, -1.2, -3.6, -0.2, 1.2, -1.2, -0.2, -0.7, -1.2, -0.5
COc1cc(C(=O)N2CCN(C(=O)COc3ccc4ccccc4c3)CC2)cc(OC)c1OC
    -3.8, 4.8, 0.8, -4.7, -0.2, -1.0, 4.1, -1.9, 3.2, -1.2, -1.3
O=C(O)c1ccc(OCc2cn3ccccc3n2)cc1
    -1.4, -5.0, 2.1, -1.1, 0.6, 0.7, -0.2, -0.2, -9.6, 0.7, -1.4
COc1ccc(-c2cc(NC(C)=O)c3ncc(-c4cccc(C(F)(F)F)c4)n3c2)c(OC)c1
    -0.3, -1.7, 3.1, -8.6, -0.9, nt, -17.7, 1.4, -31.4, 1.6, -1.6
COc1cc(/C=C/C(=O)O)cc(S(=O)(=O)Nc2cccc(SC)c2)c1OC
    1.4, 4.3, 1.4, -9.6, 0.4, 1.6, 1.7, -1.0, -0.8, 3.2, 0.0
CCOc1ccccc1N(C(=O)c1snc(C(N)=O)c1N)C(C(=O)NCC1CCCO1)c1ccc2ncccc2c1 (centres undefined)
    0.0, -47.3, 0.7, 7.7, 0.3, 1.0, -46.1, -1.8, -71.8, -1.9, -1.1
CN(CC(=O)Nc1ccc(Cl)cc1)C(=O)CCC1CCCC1
    6.6, -2.9, -1.2, -2.2, -0.2, -0.3, -0.1, -2.4, -5.3, 0.5, -1.0
O=[N+]([O-])c1ccc(O)c(CSc2nnnn2-c2ccccc2)c1
    -6.8, 0.4, 0.7, -3.7, -0.3, 1.3, 0.0, -0.8, 0.6, 0.9, -1.3
Nc1[nH]c(C(=O)c2ccccc2)c(-c2ccccc2Cl)c1C(=O)NCCc1c[nH]c2ccccc12
    0.0, 3.5, 0.4, 5.5, -0.7, nt, -13.9, 1.7, -15.9, -1.8, -0.5
CC(C)(C)OC(=O)N1Cc2ccccc2C[C@H]1C(=O)NCC(=O)NCC1CCCO1 (some centres undefined)
    -1.2, -0.3, 0.5, -0.5, 0.5, 1.1, 2.9, 0.6, -5.3, -2.6, -0.9
CN(C)c1ccc(-c2ccnc3c2CC(C)(C(=O)Nc2cccc(Oc4ccccc4)c2)O3)cc1 (centres undefined)
    0.7, -102.3, -0.2, -1.4, 1.5, nt, -106.1, -4.2, -136.4, -1.1, -0.6
CC1CC(=O)N(CC(=O)Nc2ccc3c(c2)OCO3)c2ccccc2S1 (centres undefined)
    5.5, -2.1, -1.7, 2.8, -0.2, -0.2, 1.9, 1.2, 2.9, -1.6, -1.4
